SR-BI DiI inh: mouse SR-BI HDL lipid transfer inhibition; AID 488896; hit rate 0.96% among 320,000; Q61009; ldlA[mSR-BI] CHO cells, DiI-HDL uptake fluorescence, 3 h; inhibition, % at 12.5 µM;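 active = mean replicate inhibition of at least 70% and a set share of replicates each scoring 70 or more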;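 also: 0% = median of neutral control wells and 100% = median of positive control wells; values of inactives mirror those of a sister screen read the other way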
Target sequence (Q61009 whole entry, looked up): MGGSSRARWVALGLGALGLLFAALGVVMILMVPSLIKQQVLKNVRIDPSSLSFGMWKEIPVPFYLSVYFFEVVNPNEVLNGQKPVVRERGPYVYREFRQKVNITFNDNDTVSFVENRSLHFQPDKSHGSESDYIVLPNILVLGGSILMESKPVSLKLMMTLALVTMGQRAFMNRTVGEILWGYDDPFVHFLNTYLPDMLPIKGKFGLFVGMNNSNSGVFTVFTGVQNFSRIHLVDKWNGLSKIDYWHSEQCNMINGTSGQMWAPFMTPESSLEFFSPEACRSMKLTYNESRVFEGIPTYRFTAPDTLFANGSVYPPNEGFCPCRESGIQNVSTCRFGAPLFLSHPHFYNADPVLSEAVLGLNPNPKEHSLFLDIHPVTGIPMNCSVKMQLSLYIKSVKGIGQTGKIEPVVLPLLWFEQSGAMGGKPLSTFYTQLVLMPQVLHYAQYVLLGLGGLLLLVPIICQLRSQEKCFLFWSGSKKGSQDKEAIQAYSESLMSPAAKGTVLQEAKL
CAL PDZ FP-1: inhibitors of human CAL PDZ peptide binding; hit rate 0.02% among 330,000; inhibition, % at 20 µM; purified CAL PDZ, TMR-peptide fluorescence polarization, 1 h; AID 504414; Q9HD26;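 active = highest replicate inhibition of at least 40%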;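 also: plate controls were DMSO neutral control wells for no effect and unlabeled competitor peptide control wells for full effect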
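Assay system – tagged CAL PDZ protein CerCALP, purified · Timing – 1 h at RT · Compound – single point, 20 µM · Measured by – fluorescence polarization from S- and P-plane intensities, G-factor corrected · Evaluation – inhibition from polarization loss · Probe or stimulus – TMR reporter peptide T*-PRC34 · Buffer or medium – pH 7.4 phosphate-saline buffer, reducing agent, detergent, IgG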
CAL PDZ FP-2: CAL PDZ (human) peptide binding inhibition. purified CAL PDZ, TMR-peptide fluorescence polarization, 1 h. Q9HD26. hit rate 0.92% among 300,000. inhibition, % at 24.9 µM. AID 602252;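 active = mean inhibition of at least 30% with at least half of replicates also reaching 30%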;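 also: 0% = DMSO neutral control and 100% = excess unlabeled competitor peptide PRC23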
MITF act: MITF TRPM1 promoter activation in melanoma cells; SK-MEL-5 TRPM1-promoter luciferase, 24 h; % of positive control, neutral wells = 0; activation, % at 12.5 µM; hit rate 0.75% among 300,000; AID 588334;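 active = mean activation of at least 80% with every replicate also reaching 80%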;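 also: 0% = neutral control wells and 100% = parthenolide positive control wells; values of inactives mirror those of a sister screen read the other way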
dFosB act: enhances mouse delta FosB homodimer DNA binding. P13346. activation, % at 25 µM. purified delta FosB, TAMRA-CDK5 oligo fluorescence polarization; percent of positive-control signal above neutral wells. hit rate 0.99% among 340,000;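 active = mean activation above about 17%, with every replicate also reaching it, limit read from the data, passing the limit was not always enough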;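 also: fluorescence polarization rise as delta FosB binds a TAMRA Cdk5 AP-1 oligo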
NSD2 HMT inh: blocks human histone methyltransferase NSD2. O96028. NSD2 peptide methylation, AlphaScreen, 120 min. inhibition, % at 12.5 µM. hit rate 0.54% among 310,000. AID 743445; in the data active = inhibition above about 50%
SR-BI DiI-HDL act: activators of SR-BI mediated HDL lipid uptake; CHO ldlA[mSR-BI] cells, DiI-HDL uptake fluorescence, 3 h; 100 = double the neutral-control signal; AID 504775; hit rate 0.096% among 320,000; activation, % at 12.5 µM;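 active = mean replicate activation of at least 60% and every replicate at or above 60%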;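 also: 0% = median plate neutral-control signal and 100% = twice that signal; values of inactives mirror those of a sister screen read the other way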
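System: LDL receptor-deficient CHO ldlA cells overexpressing murine SR-BI | Timing: 3 h uptake period with compound, 37 °C | Medium: HEPES-buffered (25 mM, pH 7.4) F12 plus 0.5% BSA | Dosing: Single-point compound dose | Signal: Bottom-read fluorescence, 550/595 nm | Read-out: Retained DiI signal reflecting DiI-HDL uptake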
PfHsp90 yeast 2: growth inhibition of yeast expressing Plasmodium Hsp90; S. cerevisiae expressing PfHsp90, BacTiter-Glo ATP, 48 h; yeast lacking PDR1 and PDR3 efflux regulators; inhibition, % at 9.4 µM; hit rate 0.32% among 310,000; AID 504621;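 active = every replicate shows inhibition above about 80%, whatever the replicate mean, limit read from the data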;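 also: 0% = DMSO neutral controls and 100% = 20 µM radicicol positive controls; yeast relying on Plasmodium falciparum Hsp90 in place of its own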
PvdQ inh: blocks Pseudomonas aeruginosa PvdQ acylase activity. inhibition, % at 10 µM. hit rate 0.063% among 340,000. purified PvdQ acylase, fluorescence plate reader. AID 488965; in the data active = inhibition above about 30%, passing the limit was not always enough;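 also: 0% = vehicle neutral wells and 100% = reference inhibitor wells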
Rtt109 HAT inh: C. albicans Rtt109 histone acetyltransferase inhibition. Q5AAJ8. purified Rtt109/Vps75, ThioGlo CoA-SH fluorescence, 4 h. inhibition, % at 34.9 µM. hit rate 0.16% among 330,000. AID 540336;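 active = inhibition of at least 50% in every replicate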
Target sequence (Q5AAJ8 whole entry, looked up): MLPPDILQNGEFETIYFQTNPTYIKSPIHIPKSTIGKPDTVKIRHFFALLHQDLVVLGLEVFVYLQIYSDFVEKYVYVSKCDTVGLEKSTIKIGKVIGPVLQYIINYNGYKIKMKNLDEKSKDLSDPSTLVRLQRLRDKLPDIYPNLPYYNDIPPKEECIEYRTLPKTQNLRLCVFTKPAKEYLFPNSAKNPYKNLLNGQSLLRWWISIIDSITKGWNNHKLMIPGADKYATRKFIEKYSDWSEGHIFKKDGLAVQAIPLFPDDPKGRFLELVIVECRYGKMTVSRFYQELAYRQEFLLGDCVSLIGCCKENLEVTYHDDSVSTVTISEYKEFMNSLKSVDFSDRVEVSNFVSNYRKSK
Active calls of the source: *; x = not tested or not shown. The order is random; about 4.3% have a hit in one of these screens.

Values run as follows: SR-BI DiI inh, CAL PDZ FP-1, CAL PDZ FP-2, MITF act, dFosB act, NSD2 HMT inh, SR-BI DiI-HDL act, PfHsp90 yeast 2, PvdQ inh, Rtt109 HAT inh
CN(C)C(=O)COn1c(SCC(=O)N(C)C)nc2ccccc2c1=O
  0, 0.2, -6, -21, 2, -3, 0, -32, -11, 2
COc1ccc(S(=O)(=O)N2CCN(C)CC2)cc1C(=O)Nc1ccccc1
  -5, -3.3, -6, -8, -4, -1, 5, 22, 0, -10
Cc1ccc(NC(=O)c2cc(S(=O)(=O)N3CCOCC3)cn2C)cc1F
  16, -1.8, -4, x, -6, x, -16, 18, -8, -11
Cn1c(=O)c2ccccc2n2c(CCl)nnc12
  -10, 0.0, 9, -9, -8, 3, 10, -22, 6, 7
Cc1cccc(N(Cc2ccccc2)C(=O)c2cc(S(=O)(=O)N3CCOCC3)ccc2F)c1
  -38, -2.6, -6, -11, -2, -1, 38, x, -11, 1
O=C(O)CCC(=NNC(=O)c1cccc(S(=O)(=O)N2CCCCC2)c1)c1ccccc1
  -3, 0.5, 2, x, 0, 0, 3, -24, -2, -1
COCC(O)CSc1c([N+](=O)[O-])nc(C)n1Cc1ccc(OC)c([N+](=O)[O-])c1 (stereo unspecified)
  -8, -1.1, -8, 3, 3, 3, 8, 4, -1, 10
CCCCCNC(=O)c1ccc2c(=O)n(CCOC)c(=O)[nH]c2c1
  -14, -1.2, -1, x, 1, x, 14, x, -15, -5
COc1cccc(C(C(=O)NC(C)(C)C)N(Cc2ccc(F)cc2)C(=O)CCC(=O)Nc2cc(C)on2)c1OC (stereo unspecified)
  x, -1.3, -3, -18, -17, -2, x, -7, -8, -4
Cc1ccc(S(=O)(=O)N2CCN(C(=O)C(C)Cn3cncn3)CC2)cc1C (stereo unspecified)
  -17, -0.9, -1, -9, -1, -2, 17, -24, -10, 0
Cc1cccc(Nc2c([N+](=O)[O-])ccc3nonc23)c1C
  -3, -0.5, -2, 1, 8, 0, 3, -10, -2, -7
COc1ccc(NC(=O)c2ccccn2)cc1S(=O)(=O)N1CCOCC1
  -29, 1.3, 14, -8, -8, 1, 29, -9, 3, -4
O=C(CCn1ccc2cc(S(=O)(=O)N3CCCC3)ccc21)NCc1ccccc1F
  -21, -2.4, 3, -13, -5, 1, 21, 5, -15, -2
Cc1ccc(CSc2nnc(SCC(=O)N/N=C/c3c(C)nn(-c4ccccc4)c3C)s2)cc1
  16, -0.2, -3, 18, -9, 2, -16, -40, -13, -2
COc1c(F)c(F)c(C(=O)Nc2ccccc2N2CCN(C(=O)C(C)C)CC2)c(F)c1F
  55, 0.0, -2, -16, 1, 5, -55, -4, 2, 12
COc1ccc(CCN(C(=O)c2cccc(F)c2)C2CC(=O)N(c3ccccc3)C2=O)cc1 (stereo unspecified)
  4, 0.3, -3, -1, -6, -2, -4, 7, -7, -5
COC(=O)c1c(C)oc(C)c1S(=O)(=O)NC(C)(C)C
  9, 0.0, -4, 1, 7, 5, -9, 7, 11, 2
CC1(C)CC(=O)C(C(c2cccnc2)C2C(=O)CC(C)(C)CC2=O)C(=O)C1
  -28, 0.2, 4, 13, -1, 0, 28, -19, -9, 8
CCN1C(=O)/C(=C/c2ccc(C)s2)SC1=Nc1ccc(OC)cc1
  0, -1.6, -3, -11, -4, -1, 0, -13, -14, -7
CC(C)c1nc(SCC(=O)NC2CCCCC2)c2ccccc2n1
  -7, -0.3, 6, 6, -18, -3, 7, 8, 5, 0
CCCCC(=O)Nc1nc2c(OC)ccc(OC)c2s1
  40, -0.6, x, x, -5, x, -40, 7, -5, -4
CCN(CC)S(=O)(=O)c1ccc(NC(=O)COc2nc3ccccc3nc2N2CCOCC2)cc1
  41, -1.5, -3, -2, 1, 2, -41, 4, -1, 10
COc1ccc(CN2CCNC(=O)C2CC(=O)NCc2csc(C)n2)c(F)c1 (stereo unspecified)
  10, -0.2, 6, -4, -3, 0, -10, 8, -11, -3
Clc1ccc(CSc2nnc(Cn3cnc4ccccc43)o2)cc1
  -6, 0.1, 3, -5, -11, x, 6, 3, 1, -12
Cc1cc(NC(=O)CCC(=O)N(CC(=O)NC2CCCC2)c2ccc(Cl)cc2)no1
  6, -1.7, -1, -3, -1, 25, -6, 6, -10, 10
COCCCNC(=O)c1cc(C(=O)c2c(-c3c(Cl)cccc3Cl)noc2C)c[nH]1
  -10, -1.6, x, x, -4, 2, 10, 21, -12, -14
O=C(CCC1CCCCC1)NCCS(=O)(=O)N1CCN(c2ccccc2F)CC1
  -7, -2.5, -1, -5, -9, 2, 7, x, 4, 14
CCOC(=O)c1cc(-c2ccccc2)sc1NC(=O)c1ccc(OC)c(OC)c1
  55, 0.5, 1, 5, -2, -1, -55, 4, 7, 7
O=C(N/N=C/c1ccccc1Cl)c1ccc(F)cc1
  24, -1.3, x, 47, -15, 5, -24, -7, -2, -4
Cc1ccc(S(=O)(=O)N(C)C)cc1NC(=S)NC12CC3CC(CC(C3)C1)C2
  -4, -2.9, -4, 17, -2, -2, 4, x, -14, -4
CN(C)c1nc(NN)nc(Nc2ccc(F)cc2)n1
  1, -0.6, -6, 11, -2, 0, -1, 10, -13, -3
COc1ccc2c3c(cccc13)OC2=O
  -22, -0.2, -9, 8, -14, 2, 22, 6, -1, 8
CCc1ccc(N(C(=O)Cc2cccs2)C(C(=O)NC2CCCCC2)c2cn(C)nc2C)cc1 (stereo unspecified)
  14, -1.3, x, -6, -11, -2, -14, x, -10, -4
C/C(=N\Nc1ccc(S(=O)(=O)N2CCCCC2)cn1)c1ccc(O)cc1
  14, 0.6, -4, -4, -7, 31, -14, x, 9, 2
O=C(Nc1cccc(F)c1)N1CCCCCC1
  -32, -1.1, 0, -1, 2, x, 32, 34, -14, -11
COc1cccc(NC(=O)c2ccc(N3C(=O)C4CC=CCC4C3=O)cc2)c1 (stereo unspecified)
  38, 0.9, -8, x, -11, 16, -38, 2, -8, -7
COc1ccccc1NS(=O)(=O)c1cccc(C(=O)N/N=C(\C)c2ccc3c(c2)OCCO3)c1
  46, 0.6, -4, -8, -3, -2, -46, 1, 5, 4
COc1ccc(NC(=S)N/C(=N/CS(=O)(=O)c2ccccc2)c2ccccc2)cc1
  -11, -3.4, 1, 21, -11, 1, 11, 0, -4, -14
N#Cc1ccccc1NCc1ccccc1
  -4, 0.0, 0, 16, 4, 0, 4, 0, -12, -6
O=C(CSc1nc2ccccc2[nH]1)NCc1ccc(F)cc1
  x, -0.7, 1, 2, -4, -4, x, x, -8, -4

Just CAL PDZ FP-1, PvdQ inh and CAL PDZ FP-2, for some of the entries so far:
compound | CAL PDZ FP-1 | PvdQ inh | CAL PDZ FP-2
CCc1ccc(N(C(=O)Cc2cccs2)C(C(=O)NC2CCCCC2)c2cn(C)nc2C)cc1 (stereo unspecified) | -1.3 | -10 | x
O=C(Nc1cccc(F)c1)N1CCCCCC1 | -1.1 | -14 | 0

(cont.)
Values run as follows: SR-BI DiI inh, CAL PDZ FP-1, CAL PDZ FP-2, MITF act, dFosB act, NSD2 HMT inh, SR-BI DiI-HDL act, PfHsp90 yeast 2, PvdQ inh, Rtt109 HAT inh
COc1ccccc1-c1c(C#N)c(N)nc2c1CCC2
  12, -1.1, -7, 2, -1, -1, -12, 5, -11, -5
Cn1cccc1Cc1nnc(SCC(=O)Nc2ccccc2F)n1-c1ccc(F)cc1
  6, -1.6, x, x, -13, x, -6, x, -3, 15
CCNC(=O)c1sc(=S)n(-c2ccc(C)cc2)c1N
  15, -0.7, 2, -2, -2, 0, -15, x, -1, 7
C(=N\Nc1nc2ccccc2[nH]1)/C1CCCCC1
  8, -1.5, 4, 22, -11, 1, -8, -36, -9, -3
Cn1c(=O)[nH]c(=O)c2c1nc(N1CCCCC1)n2CCOc1ccccc1
  -6, -2.3, x, 2, -6, 3, 6, 28, -7, -2
Cc1ccn2c(=O)nc(SCC(=O)Nc3ccc4c(c3)OCCO4)nc2c1
  0, -1.6, 1, -11, 0, 0, 0, x, -10, 6
N/C(=N\OC(=O)Cc1ccccc1)c1ccccc1Cl
  0, -0.8, 7, 62, -4, -1, 0, 10, 3, 2
COc1ccc(CNC(=O)CN2C(=O)c3ccccc3S2(=O)=O)cc1
  -16, 0.7, x, -13, -16, -1, 16, -4, -5, 2
CCNCC(=O)N1c2ccccc2CCc2ccc(NC(=O)OC(C)C)cc21
  -10, -1.1, -6, x, -1, 36, 10, 0, -12, 1
COc1ccc(-c2[nH]ncc2CN2CCN(C(=O)c3cccs3)CC2)c(F)c1
  -27, -0.5, -7, -3, 1, 2, 27, 12, 8, 1
CCn1ccnc1CNC(=O)CC1C(=O)NCCN1Cc1ccc(OC)cc1OC (stereo unspecified)
  -10, -2.0, -1, -5, -2, -1, 10, -4, 7, 17
CCCCN(C(=N)N1CCCCC1)c1nc(C)c([N+](=O)[O-])c(=O)[nH]1
  x, -2.3, -1, 1, 2, -2, x, 12, -10, -1
COc1ccc(-c2cc3nc[nH]c(=O)c3s2)cc1
  -10, -2.1, 0, 27, 1, x, 10, -2, -10, -3
O=S(=O)(c1ccccc1)N1N=C(c2ccccc2)CC1c1ccccc1F (stereo unspecified)
  1, -0.3, 2, -13, 0, -1, -1, -4, -2, -1
COc1ccc(CNC(=O)Cn2cnc3c(OCc4ccccc4)ncnc32)cc1
  -20, -1.0, 2, 9, 3, x, 20, -4, 0, -6
O=C(COC(=O)c1ccc(F)cc1F)NC1CC1
  -18, -1.8, -3, 7, 0, -3, 18, 12, -3, 2
COc1ccc(-c2nn(-c3ccccc3)cc2/C=C2/SC(=S)N(CCCC(=O)O)C2=O)c(C)c1
  -4, -1.0, x, -9, -4, 3, 4, -46, -3, 4
CN1CCN(C(=O)CNC(=O)c2cccs2)CC1
  -20, 0.3, x, -6, 4, -1, 20, x, -17, -9
COc1ccc(/C=C(/NC(=O)/C=C/c2ccccc2)C(=O)O)cc1
  -9, x, 6, -7, 0, -1, 9, -3, -14, -1
O=C(c1ccc(S(=O)(=O)N2CCCC2)cc1)N1CCN(c2ccccc2)CC1
  x, -0.6, x, 13, -2, -1, x, -20, -7, -6
Nc1nc(Nc2cccc(F)c2)nc(N2CCOCC2)c1[N+](=O)[O-]
  29, 0.3, 4, x, 5, 6, -29, 5, 7, 6
CC(=O)Oc1ccc(-c2ccc(C(=O)OCC(=O)c3c(N)n(C)c(=O)n(C)c3=O)cc2)cc1
  61, -4.3, -2, x, 6, -2, -61, -19, -13, -4
COc1cc(CNc2nc3ccccc3[nH]2)cc(OC)c1OC
  3, -1.9, 2, x, 3, -3, -3, x, -3, x
CCN(CC)S(=O)(=O)c1ccc(N2C(=O)CC2(/C=C/c2ccccc2)C(=O)NC2CCCC2)cc1 (stereo unspecified)
  -51, -0.4, -4, 8, -3, -1, 51, 5, 13, -7
O=C(COC(=O)c1ccc(OC(F)(F)F)cc1)NCCN1C(=O)CSC1=O
  -10, 0.0, 1, 1, -8, -3, 10, x, -13, -17

From PubChem BioAssay
